High-throughput results from PubChem.
p97 ATPase inh: human p97 ATPase inhibition. P55072. recombinant p97 ATPase, Kinase-Glo ATP luminescence, 3 h. inhibition, % at 8 µM. 220,000 tested, 0.42% active. AID 1481; in the data active = inhibition above about 15%;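 note: 0% = DMSO vehicle and 100% = wells lacking enzyme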
14-3-3 Bad inh: disrupts binding of bovine 14-3-3 zeta to phospho-Bad peptide; 220,000 tested, 0.71% active; inhibition, % at 21.7 µM; P63103; TR-FRET 14-3-3zeta/Dy647-pBad peptide displacement, 1 h;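 active = inhibition above about 70%, limit read from the data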;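 note: 0% = full 14-3-3 plus peptide FRET controls and 100% = background without 14-3-3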
Target sequence (P63103 whole entry, looked up): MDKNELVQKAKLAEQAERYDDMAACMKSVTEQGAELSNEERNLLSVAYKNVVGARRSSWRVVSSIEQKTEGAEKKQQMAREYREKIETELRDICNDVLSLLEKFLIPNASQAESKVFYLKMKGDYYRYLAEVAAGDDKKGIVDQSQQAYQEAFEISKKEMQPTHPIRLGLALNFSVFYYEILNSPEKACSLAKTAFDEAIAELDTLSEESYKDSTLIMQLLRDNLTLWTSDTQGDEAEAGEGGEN
Wee1 stabilizer: blocks degradation of human Wee1 kinase. P30291. HeLa Luc-Wee1K328M stability, luciferase luminescence; 100% = proteasome inhibitor MG132 effect. reporter increase, % at 5 µM. 220,000 tested, 1.2% active;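 active = activation above the mean of all tested compounds plus 3 SD, set per screening run, cut at about 8.8% in these data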;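 note: cells exposed to compound for 20 h before luminescence read; 0% = DMSO alone and 100% = MG132 at 30 µM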
KLK5 inh: blocks human kallikrein 5 protease activity; Q9Y337; recombinant hK5, fluorogenic AMC substrate cleavage; inhibition, % at 5 µM; 210,000 tested, 0.59% active;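 active = inhibition of 40% or more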;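 note: 0% = enzyme controls without compound and 100% = no-enzyme blanks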
Target sequence (Q9Y337 67-293 limits assumed): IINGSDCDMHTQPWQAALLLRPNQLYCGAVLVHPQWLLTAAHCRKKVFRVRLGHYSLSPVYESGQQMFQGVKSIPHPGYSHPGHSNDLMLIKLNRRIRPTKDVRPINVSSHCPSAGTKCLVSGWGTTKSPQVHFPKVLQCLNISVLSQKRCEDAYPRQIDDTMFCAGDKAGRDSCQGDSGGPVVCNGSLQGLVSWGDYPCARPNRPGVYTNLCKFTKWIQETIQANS
FXIIa inh: inhibitors of human coagulation factor XIIa. P00748. purified FXIIa, Boc-QGR-AMC fluorogenic substrate, 2 h. inhibition, % at 5 µM. 220,000 tested, 0.3% active; in the data active = inhibition above about 40%;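 note: 0% = enzyme with no compound and 100% = blank without enzyme; many of its hits are not listed in these tables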
FXIa inh: inhibitors of human coagulation factor XIa; P03951; purified FXIa, Boc-Glu-Ala-Arg-AMC fluorogenic substrate; inhibition, % at 5 µM; 220,000 tested, 0.14% active;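 active = inhibition of at least 40%; inactive = inhibition below 40%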;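 note: fluorescence of freed AMC excited at 355 nm; 0% = enzyme without compound and 100% = no enzyme blank; many of its hits are not listed in these tables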
Rad51 HR inh: Rad51 (human) homologous recombination inhibition; hRad51 DNA strand exchange, fluorescence dequenching; inhibition, % at 10 µM; 200,000 tested, 0.085% active;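 active = inhibition above 40% at the single screening dose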;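 note: 0% = DMSO control wells and 100% = blanks with heterologous ssDNA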
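Assay system: Human Rad51 nucleoprotein filaments preassembled on unlabelled ssDNA | Reagent: Donor/quencher-labelled 47-bp dsDNA substrate | Doses: One concentration, 10 µM final | Times: 37 °C 15-min filament assembly, 30-min compound preincubation, 15-min exchange | Technique: Fluorescein emission 520 nm, excitation 485 nm | Benchmarks: Plate control and blank wells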
MDM2 E3 inh: inhibitors of human Mdm2 E3 ubiquitin ligase | AID 1230 | cell-based MDM2 ubiquitination luciferase reporter, 2 h; 0 = plate control, 100 = twice control, blank-subtracted | 210,000 tested, 0.11% active | signal enhancement, % at 5 µM;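 active = signal enhancement of 30% or more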;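 note: luminescence tracks abundance of the self-degrading MDM2-luciferase fusion protein; higher signal means inhibition of MDM2 E3 ligase activity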
Target sequence (Q00987 whole entry, looked up, the tested form may be a part): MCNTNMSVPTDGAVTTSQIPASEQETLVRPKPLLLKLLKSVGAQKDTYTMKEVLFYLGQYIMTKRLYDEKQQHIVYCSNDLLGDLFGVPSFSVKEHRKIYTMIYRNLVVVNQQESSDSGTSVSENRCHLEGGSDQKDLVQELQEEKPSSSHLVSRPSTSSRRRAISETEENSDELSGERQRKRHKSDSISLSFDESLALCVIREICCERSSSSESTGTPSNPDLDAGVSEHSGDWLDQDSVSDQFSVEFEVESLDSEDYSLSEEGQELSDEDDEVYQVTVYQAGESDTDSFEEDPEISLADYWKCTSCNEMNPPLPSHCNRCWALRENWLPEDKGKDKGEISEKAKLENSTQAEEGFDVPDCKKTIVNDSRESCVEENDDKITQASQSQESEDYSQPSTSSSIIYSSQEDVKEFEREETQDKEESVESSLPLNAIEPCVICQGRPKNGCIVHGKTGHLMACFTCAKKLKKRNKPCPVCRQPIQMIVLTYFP
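Test system: mammalian cells stably expressing self-ubiquitinating, self-degrading MDM2 E3–luciferase fusion; Amount: 2000 cells in each well; Medium: DMEM; Schedule: 4 h settle plus 2 h compound, 37 °C; Technique: SteadyLite luciferase luminescence after 15 min room-temperature reagent incubation; Benchmarks: plate control and blank wells.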
eIF4E-4G inh: blocks eIF4E binding to eIF4G. P63073+Q04637. TR-FRET eIF4E-eIF4GI(517-606) binding, 2 h. inhibition, % at 21.7 µM. 220,000 tested, 0.37% active. AID 782;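 active = inhibition above about 30%, limit read from the data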;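 note: 0% = full FRET control wells and 100% = background wells lacking eIF4GI fragment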
Starred values were filed as active, the others as inactive; i = inactive; / = not tested or not shown; [ ] = remark or other dose.

SMILES	p97 ATPase inh	14-3-3 Bad inh	Wee1 stabilizer	KLK5 inh	FXIIa inh	FXIa inh	Rad51 HR inh	MDM2 E3 inh	eIF4E-4G inh
CCc1ccc(OCc2nnc(SCC(=O)N3CCOCC3)o2)cc1	-6	-3	4	4	11	0	-6	-3	-2
CNC(=O)C(NC(=O)Nc1ccc(C)cc1)C(C)(C)C (stereo not drawn)	3	-2	2	-8	1	-2	17	-18	0
CC(C)(CNC(=O)c1cc2ccccc2o1)N1CCOCC1	-1	-13[fluorescence artefact?]	0	-7	9	-1	-8	-3	-9
Cc1c(C)n(C)c2ccc(C(=O)NCc3cccs3)cc12	2	-5	3	-3	-1	-5	-5	-8	-4
O=C1c2cccnc2C(=O)N1Cc1ccco1	-6	-4	5	-28	13	-4	0	-8	-13
COC(=O)c1c(C)c2c(C)cc3ccccn3c-2c1C(=O)OC	6	1[fluorescence artefact?]	1	-5	17	6	-5	0	-15
CCOc1cccc2cc(-c3cn4cc(C)ccc4n3)c(=O)oc12	1	55[fluorescence artefact?]	-1	0	8	-6	-4	-44	-25
CSc1nnc(-c2sc(-c3ccccc3)nc2C)n1C	-3	4[fluorescence artefact?]	-3	8	8	3	-3	-4	-1
O=C(NCCC1=CCCCC1)C1CCN(S(=O)(=O)N2CCCC2)CC1	2	-19	-3	-8	12	-2	-8	-4	-1
COc1cc(O)c(C(CCN2CCCC2)c2cc(OC)c(OC)c(OC)c2)c(OC)c1 (stereo not drawn)	/	-8	/	5	11	3	-2	21	-6
CCOC(=O)N1CCN(c2ncnc3c2[nH]c2ccc(F)cc23)CC1	-1	-12	-2	-7	-3	-6	-2	-23	-7
Cc1csc2nc(CSc3nc4ccccc4o3)cn12	-8	1[fluorescence artefact?]	-1	15	18	5	-6	-31	2[fluorescence artefact?]
CCOc1ccc(/C(=N\O)C(C)NO)cc1 (stereo not drawn)	-2	1	-5	11	-1	-7	-5	-8	2
C/C(CCC(=O)OC[C@H]1O[C@H](C#Cc2ccccc2)C=C[C@@H]1Oc1ccc(C)cc1)=N\OC[C@@H](O)[C@H]1O[C@@H]2OC(C)(C)O[C@@H]2[C@H]1O	-2	-5[fluorescence artefact?]	0	2	13	4	/	/	-3[fluorescence artefact?]
O=c1c2[nH]c3ccccc3c2ncn1CCCn1ccnc1	3	-4[fluorescence artefact?]	-1	-12	20	-1	-2	-34	-10
O=c1cc(-c2ccc(O)cc2)oc2c(C3OCC(O)C(O)C3O)c(O)c(C3OC(CO)C(O)C(O)C3O)c(O)c12 (stereo not drawn)	/	4	/	1	6	1	3	-15	-20
CCOc1ccc(NC(=O)C(=O)NCCCn2ccnc2)cc1	2	-5	-1	-13	4	-10	9	-17	-7[fluorescence artefact?]
COc1ccc(NC(C)C(=O)Nc2ccc(C(C)(C)C)cc2)cc1Cl (stereo not drawn)	5	10[fluorescence artefact?]	-1	-18	17	3	/	0	4
O=C(COC(=O)Cc1cccc(C(F)(F)F)c1)NC1CC1	2	-4	1	-8	1	-10	-3	-9	1
CN1C(=O)C(CC(=O)Nc2ccc(F)cc2)N(NC(=O)c2cccc(F)c2)C1=S (stereo not drawn)	7	0	1	-2	1	0	/	-3	-3
O=C(Nc1cccc2c1CCCC2)c1cc([N+](=O)[O-])ccc1Cl	2	10	-2	-22	-4	1	8	-7	1
Cc1ccc(O)c(NC(=O)C2CC(c3c(F)cccc3Cl)=NO2)c1 (stereo not drawn)	5	-8	2	-12	7	0	10	-14	0
Nc1ccc2c(c1)C/C(=C/c1ccco1)C2=O	15*	-6	4	-14	6	2	-93	-25	22
CC[n+]1c(/C=C2\Sc3ccccc3N2C)ccc2cccc(C)c21	0	-22	-4	-3	5	-1	i	-32	6
COC(=O)c1[nH]c2ccccc2c1NC(=O)CN1CCN(C(=O)c2ccco2)CC1	8	-5	2	1	-3	-1	5	11	-1
CN(C)S(=O)(=O)c1ccc2nnn(O)c2c1	4	-8	-5	-23	-6	-1	7	-7	2
C/C(=N\NC(=O)c1ccc(CN2CCOCC2)cc1)c1ccc(NC(=O)c2ccccc2)cc1	-3	-5	7	-2	7	-2	/	-4	0
O=C(N=Nc1c(O)[nH]c2ccccc12)c1cc(NS(=O)(=O)c2cccs2)cc(NS(=O)(=O)c2cccs2)c1	6	80*	0	-4	1	-4	-1	-4	12
COCCNC(=O)c1ccc2c3n(nc2c1)-c1ccc(Cl)cc1CO3	/	1	/	3	9	2	-5	11	-2
CC(=O)Nc1c(NC(=O)CC#N)[nH]c2c(c1=O)c(=O)n(C)c(=O)n2C	6	2	-4	-2	5	-5	9	-5	-1

Next section; the last five above are carried over.
SMILES	p97 ATPase inh	14-3-3 Bad inh	Wee1 stabilizer	KLK5 inh	FXIIa inh	FXIa inh	Rad51 HR inh	MDM2 E3 inh	eIF4E-4G inh
CN(C)S(=O)(=O)c1ccc2nnn(O)c2c1	4	-8	-5	-23	-6	-1	7	-7	2
C/C(=N\NC(=O)c1ccc(CN2CCOCC2)cc1)c1ccc(NC(=O)c2ccccc2)cc1	-3	-5	7	-2	7	-2	/	-4	0
O=C(N=Nc1c(O)[nH]c2ccccc12)c1cc(NS(=O)(=O)c2cccs2)cc(NS(=O)(=O)c2cccs2)c1	6	80*	0	-4	1	-4	-1	-4	12
COCCNC(=O)c1ccc2c3n(nc2c1)-c1ccc(Cl)cc1CO3	/	1	/	3	9	2	-5	11	-2
CC(=O)Nc1c(NC(=O)CC#N)[nH]c2c(c1=O)c(=O)n(C)c(=O)n2C	6	2	-4	-2	5	-5	9	-5	-1
COc1ccccc1/C=C(/C(=O)NCCCn1ccnc1)c1ccccc1	-3	-6	-1	2	6	17	-11	-21	-2
COCCCNC(=O)c1ccc2c(=O)n(Cc3ccc(OC)cc3)c(=O)[nH]c2c1	3	5	0	-5	3	-5	1	11	6
CC(C)CCn1c(=O)c2ccccc2n2c(CN3C(=O)NC4(CCC(C)CC4)C3=O)nnc12 (stereo not drawn)	0	-8	-1	-21	5	-3	3	-10	0[fluorescence artefact?]
O=C(N/N=C/c1cc2ccccc2[nH]1)c1ccccc1Cl	5	0	1	-3	11	-1	-2	/	-7
Cc1ccc2nc(N3CCN(Cc4ccc(F)cc4)C3=O)c(C)cc2c1	-3	-16	-2	10	23	16	4	4	2
C=CCCC(=O)Nc1nc(C)c(-c2csc(Nc3ccccc3OC)n2)s1	1	26	1	-5	6	8	-2	-8	4
COc1cc(/C=C2\SC(=Nc3ccc(N4CCOCC4)cc3)N(C)C2=O)ccc1OC(C)C(=O)O (stereo not drawn)	3	-8	-3	0	11	-2	14	-8	3[fluorescence artefact?]
COc1ccc(NC(=O)CO/N=C2/CCCc3nonc32)c(OC)c1	-1	-5	3	-4	4	-6	-2	-3	1
Cc1ccccc1Nc1nc(N)nc(CSc2nnnn2-c2ccccc2)n1	-2	-5[fluorescence artefact?]	-1	-11	6	-1	3	0	-1[fluorescence artefact?]
Nc1ccc(C23CC4CC(CC(CO)(C4)C2)C3)cc1	3	7	-2	-3	-7	-4	-2	-13	4
COCCCn1c(=O)/c(=C\c2ccc(OC(F)F)c(OC)c2)s/c1=C(/C#N)C(=O)NCCOC	9	-5	1	2	5	10	-208	-15	-3
CCC(CC)C(=O)NCCc1cc2c(OC)ccc(OC)c2[nH]c1=O	5	-4[fluorescence artefact?]	3	1	-2	-8	/	-44	2[fluorescence artefact?]
Cc1ccc(C(=O)OCC(=O)NC(C)C)cc1S(=O)(=O)N1CCOCC1	12	-4	-2	-3	0	-4	-36	-15	1
COc1ccc(OC)c(CCNC(=O)CSc2ccsc2[N+](=O)[O-])c1	6	-10	-2	-9	1	-2	-3	2	5
CCOC(=O)C1C2C=CC3(CN(c4ccc(Cl)c(F)c4)C(=O)C13)O2 (stereo not drawn)	-1	-1	3	-5	17	4	-11	-8	-4
CC(C)(C)OC(=O)NC(=NCCCc1cn(CC(=O)N2CCN(C(=O)OC(C)(C)C)CC2)nn1)NC(=O)OC(C)(C)C	2	6	0	7	11	3	-3	/	-3
NC(=S)N/N=C/c1coc2ccc(Br)cc2c1=O	4	57	-2	-3	1	-4	16	-10	7
CCCCc1nc2sc3c(SCC(=O)NCc4ccco4)ncnc3c2c2c1CCC2	3	-39[fluorescence artefact?]	3	-23	15	1	-14	-24	-121[fluorescence artefact?]
O=C(Nc1cc2c(oc1=O)CCCC2=O)c1ccc(Cl)cc1	7	-1	-2	-35	7	5	3	-4	24
COc1ccccc1N1CCN(C(=O)c2ccc(S(=O)(=O)N3CCCCC3)cc2)CC1	-3	-8	4	-26	9	1	3	0	-3
Cc1ccc(SCCn2nc(C(=O)O)c3ccccc3c2=O)cc1	2	-4	-2	0	7	3	-2	-9	-2
CC(C(=O)Nc1sc2c(c1C(=O)NCc1ccco1)CCCC2)N1C(=O)c2ccccc2C1=O (stereo not drawn)	-1	-11	1	-1	7	3	-5	-10	-10
COc1ccc(NC(=O)NCc2ccccn2)cc1OC	3	10	-2	-2	11	-2	2	-2	-5
CCCC(=O)Nc1cccc(-c2nc3cc(C)c(C)cc3o2)c1	6	12	1	-14	20	4	1	-36	5
O=[N+]([O-])c1ccccc1NCCNc1ncc(C(F)(F)F)cc1Cl	-6	-7	-1	3	3	9	-10	0	11
C(=N\N1CCN(C2c3ccccc3-c3ccccc32)CC1)/c1ccncc1	3	4	2	-28	-2	-15	-6	8	-10
C/C(=N\NC(=O)c1ccc(-c2ccccc2)cc1)C1C(=O)c2ccccc2C1=O	7	-13	-3	2	1	-2	-68	-6	-2
CCOc1ccc(NC(=O)CSc2nc3ccccc3c(=O)n2CCCC(=O)NCCCN2CCCC2=O)cc1	2	-5	-2	-2	2	0	2	-6	-5
CSc1nnc(C)c(=O)n1COC(=O)COc1ccc(Cl)cc1	5	-5	-2	-6	-3	-2	8	-9	-3
O=C1c2ccccc2C(Nc2ccc3c(c2)OCCO3)N1Cc1ccccc1 (stereo not drawn)	/	8	/	-5	15	5	3	-11	-2
Cc1ccc(C)c(OCC(=O)Nc2nonc2NC(=O)COc2cc(C)ccc2C)c1	0	11	-1	-11	0	-11	3	6	1
COc1ccccc1C(=O)N1CCN(C2CCN(Cc3ccccc3)CC2)CC1	3	84*	4	-32	8	4	/	-17	-6[fluorescence artefact?]
COc1ccc(CN(Cc2cccnc2)S(=O)(=O)c2ccc(-n3cnnn3)c(C)c2)cc1OC	5	23	7	-7	17	6	6	-5	1
O=C1NC2=C(C(=O)CCC2)C(c2ccc3ncccc3c2)N1 (stereo not drawn)	6	4	1	15	11	6	-4	-18	3
Cn1c2ccc(Cl)cc2c2nc3ccccc3nc21	-7	13[fluorescence artefact?]	1	19	10	3	-7	-10	6[fluorescence artefact?]
O=C(c1ccccc1)c1c[nH]c(C(=O)NCCCN2CCOCC2)c1	5	-10	-1	-12	9	-1	1	-11	0
CCOC(=O)C[n+]1c(C)csc1C	1	7	-1	-13	15	8	8	-16	3[fluorescence artefact?]
O=C(C1CC1)N1CCc2cc(S(=O)(=O)NC3CCN(Cc4ccccc4)CC3)ccc21	2	7	1	2	-5	-20	/	0	-3
Cc1cc(C(=O)CSCCCn2c(=O)[nH]c3ccccc32)c(C)n1C	2	-13	-4	3	9	-3	1	-7	-7

Rows are unselected; overall some 3.5% were active at least once.
